Bioassay records (PubChem BioAssay)
TNAP act hi DEA = activators of human TNAP at high phosphate acceptor concentration. P05186. purified TNAP, CDP-star luminescence, 1 M DEA, 30 min; hits give high values; 0 = EDTA background, 1 = DMSO-only activity. activation factor at 20 µM. 200,000 tested, under 10 active;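 active = activation factor at least 2 at 20 µM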
Target sequence (P05186 whole entry, looked up): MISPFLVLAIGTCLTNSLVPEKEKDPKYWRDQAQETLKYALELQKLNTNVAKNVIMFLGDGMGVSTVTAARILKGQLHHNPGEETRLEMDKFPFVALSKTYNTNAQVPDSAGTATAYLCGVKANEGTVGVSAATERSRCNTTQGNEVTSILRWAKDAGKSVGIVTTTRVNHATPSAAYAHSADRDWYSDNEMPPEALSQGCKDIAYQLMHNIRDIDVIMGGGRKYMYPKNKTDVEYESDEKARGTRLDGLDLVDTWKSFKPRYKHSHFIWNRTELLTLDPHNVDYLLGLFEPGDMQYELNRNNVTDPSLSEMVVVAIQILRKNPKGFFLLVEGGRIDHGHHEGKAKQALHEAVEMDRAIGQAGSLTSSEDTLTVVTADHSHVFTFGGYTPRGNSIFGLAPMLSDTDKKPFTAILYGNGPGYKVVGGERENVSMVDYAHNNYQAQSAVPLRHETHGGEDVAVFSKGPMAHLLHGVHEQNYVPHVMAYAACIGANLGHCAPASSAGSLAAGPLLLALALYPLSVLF
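Dosing: 20 µM single point. System: human TNAP. Amount: TNAP 1/800 final. Incubation: 30 min, room temperature. Read-out: TNAP activation factor scaled between EDTA and DMSO control wells. Signal: luminescence from CDP-star hydrolysis. Medium: 1 M DEA, pH 9.8, Mg2+, Zn2+. Control set: EDTA negative control, DMSO positive control.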
bIAP inh = intestinal alkaline phosphatase (bovine) inhibition; 190,000 tested, under 10 active; AID 1019; inhibition, % at 20 µM; purified bovine IAP, CDP-star luminescence, 30 min;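 active = over 50% inhibition of intestinal alkaline phosphatase at 20 µM in the single-dose screen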
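System: Purified bovine intestinal alkaline phosphatase (IAP) enzyme | Input: IAP diluted 1/65,000,000 in the well | Also added: CDP-star chemiluminescent phosphatase substrate, 30 µM final | Dosing: 20 µM single dose | Times: Enzyme reaction for 30 min at room temperature | Detection: Luminescence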
TNAP inh noacc = TNAP (human) inhibition, acceptor-free conditions; inhibition, % at 20 µM; purified TNAP, CDP-star luminescence, 30 min; P05186; AID 1012; 0.26% of 200,000 active;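 active = tissue-nonspecific alkaline phosphatase inhibition above about 50% at 20 µM in the single-dose screen, limit read from the data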;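 also: 0% = DMSO negative control and 100% = EDTA positive control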
HMGR II inh = blocks class II HMG-CoA reductase of Enterococcus faecalis | purified E. faecalis HMGR, NADPH absorbance 340 nm kinetic | AID 1066 | inhibition, % at 10 µM | 0.41% of 190,000 active;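 active = inhibition above a set limit, the median over all tested compounds plus 3 SD, cut at about 9.5% in these data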;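 also: enzyme runs in reverse so mevalonate oxidation gives rising NADPH absorbance; 0% = complete reaction with DMSO and 100% = background rate lacking mevalonate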
PPARg SRC-2 ag = promotes SRC-2 coactivator recruitment by human PPARgamma. PPARgamma LBD-SRC-2 recruitment, biochemical. activation, % at 8 µM. 0.34% of 200,000 active; in the data active = activation above about 22%;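 also: 0% = vehicle and 100% = reference agonist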
Target sequence (P37231 whole entry, looked up, the tested form may be a part): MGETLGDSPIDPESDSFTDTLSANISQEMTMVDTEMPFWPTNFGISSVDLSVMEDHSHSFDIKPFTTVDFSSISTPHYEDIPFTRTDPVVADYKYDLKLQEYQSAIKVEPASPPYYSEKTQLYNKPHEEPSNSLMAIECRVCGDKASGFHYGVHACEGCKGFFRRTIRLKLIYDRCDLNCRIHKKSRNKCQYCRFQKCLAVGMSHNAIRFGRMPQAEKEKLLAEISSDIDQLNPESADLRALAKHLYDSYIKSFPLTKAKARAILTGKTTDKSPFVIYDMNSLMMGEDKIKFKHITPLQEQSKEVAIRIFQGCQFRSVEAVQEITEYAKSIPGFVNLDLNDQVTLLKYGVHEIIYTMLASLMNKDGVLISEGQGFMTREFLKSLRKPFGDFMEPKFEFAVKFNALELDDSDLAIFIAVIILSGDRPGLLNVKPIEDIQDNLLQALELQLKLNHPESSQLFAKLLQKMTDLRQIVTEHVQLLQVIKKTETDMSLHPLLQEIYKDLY
PPARg SRC1 recr = agonists of human PPARgamma SRC-1 coactivator recruitment; P37231; AID 631; 0.41% of 200,000 active; activation, % at 8 µM; PPARgamma-SRC-1 coactivator recruitment biochemical assay; in the data active = activation above about 19%;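 also: 0% = DMSO and 100% = reference agonist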
SRC2 TRFRET art = TR-FRET artefact, counter-screen to PPARgamma/SRC-2 agonist assay | 0.4% of 200,000 active | TR-FRET ratio at 8 µM | hits give high values; in the data active = TR-FRET ratio above about 2000; also: inactives centre near 1500
bIAP activator = intestinal alkaline phosphatase (bovine) activation | purified bovine IAP, CDP-star luminescence, 30 min; hits give high values; fold of DMSO-control signal, blank-subtracted | activation factor at 20 µM | 0.17% of 200,000 active;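 active = activation factor of 2 or more at 20 µM, a signal rise over negative controls twice the positive control's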
TNAP inh hiacc = inhibitors of human TNAP at high phosphate acceptor concentration | 0.03% of 200,000 active | inhibition, % at 20 µM | purified TNAP, CDP-star luminescence, 1 M DEA | AID 1135 | P05186;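 active = over 50% inhibition of tissue-nonspecific alkaline phosphatase at 20 µM in the single-dose screen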;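 also: plate controls were DMSO wells for no effect and EDTA-quenched wells as full inhibition for full effect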
PPARg SRC3 recr = agonists of human PPARgamma SRC-3 coactivator recruitment | P37231 | biochemical PPARgamma/SRC-3 coactivator recruitment assay | activation, % at 8 µM | 0.26% of 200,000 active; in the data active = activation above about 23%;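 also: 0% = DMSO and 100% = reference agonist; some compounds past the cut are filed as inactive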
An asterisk follows results filed as active; · = no result given.

SMILES	TNAP act hi DEA	bIAP inh	TNAP inh noacc	HMGR II inh	PPARg SRC-2 ag	PPARg SRC1 recr	SRC2 TRFRET art	bIAP activator	TNAP inh hiacc	PPARg SRC3 recr
CCOC(=O)c1c(C)sc2c1N(C(=O)CN(CC)CC)c1cc(Cl)ccc1S2	1	1	-31	-6	-1	-4	1430	1	-4	2
O=[N+]([O-])c1cc(C(F)(F)F)cc([N+](=O)[O-])c1NN=C1CCCCC1	0.9	22	3	-6	3	1	1634	0.8	12	1
CCC(C)NC(=O)c1c(-c2cc(Cl)c(OC)c(Cl)c2)noc1C (centres undefined)	1	2	-6	-2	0	-2	1556	1	0	5
COCCNC(=O)C(=O)N/N=C(\C)CC(=O)Nc1ccc(Cl)cc1Cl	1	17	-8	0	5	4	1536	0.8	-2	-1
CCn1c(SC)nc2c(c1=O)SC(C)C2 (centres undefined)	1	11	-8	-7	2	3	1642	0.9	0	-7
Cc1cccc(NC(=O)N(Cc2cc3cc(C)ccc3[nH]c2=O)CC2COCCO2)c1 (centres undefined)	1	-17	-3	1	4	6	1605	1.2	-4	5
O=C(C1=C[C@@H]2[C@H]3C(=O)N(c4ccccc4Cl)C(=O)[C@H]3[C@@H](C(=O)c3ccc(Cl)cc3)N2C=C1)c1ccccc1	1	-42	6	-3	-3	-2	1537	1.4	-1	3
O=C(c1cccc(S(=O)(=O)N2CCCCC2)c1)N1CCc2ccccc21	1	8	-3	-4	-9	4	1496	0.9	0	-2
O=C(CCCn1cnc([N+](=O)[O-])n1)Nc1cccc2ccccc12	1	2	-16	-1	3	16	1466	1	-1	-4
Cc1ccc(-c2nc(Nc3cccc(C)c3)sc2CC(=O)O)cc1	1	-5	-3	-4	-4	6	1580	1	-5	6
O=C(OCCC1Oc2cccnc2NC1=O)c1ccc(Cl)cc1 (centres undefined)	1	-1	-2	1	4	8	1455	1	2	2
CCOC(=O)c1ccc(NC(=O)Cn2nnc(-c3ccccc3F)n2)cc1	1	5	-10	-10	0	-8	1516	0.9	-3	-4
COCCn1nnnc1C(C(C)C)N1CCN(C(=O)c2ccco2)CC1 (centres undefined)	1	13	-12	-7	4	2	1394	0.9	-2	13
O=C(Nc1nnc(-c2ccc3c(c2)OCCO3)o1)c1ccc(Cc2ccccc2)cc1	1.1	9	-9	-9	2	9	1548	0.9	-5	-8
CCN=C(Nc1ccc(Cl)cc1)c1cccnc1	1	8	-5	-4	3	-4	1718	0.9	3	1
N/C(COc1ncn(-c2ccccc2)n1)=N\S(=O)(=O)c1ccc(Cl)cc1Cl	0.5	5	63*	-1	-1	-4	1408	1	48	3
CCCc1nc(N2CCOCC2)c2sc(=S)n(-c3ccccc3)c2n1	1	9	-7	-1	14	4	1646	0.9	0	13
O=C1CC(c2ccco2)Cc2nc(Nc3nc(-c4ccccc4)c4ccccc4n3)ncc21 (centres undefined)	1	-2	-4	-8	3	11	1404	1	2	23
CCN(CC)CCN(C)Cc1ccc(Br)cc1	1	-1	-5	-6	5	7	1716	1	0	11
Cc1ccc(C2SCC(C(=O)O)N2C(=O)c2ccc(F)cc2)cc1 (centres undefined)	0.9	-34	-1	0	2	-3	1503	1.3	6	2
COC(=O)c1ccc(CSc2nnc(NC(=O)C3CCCO3)s2)cc1 (centres undefined)	1.1	12	-5	-1	7	-1	1546	0.9	-7	3
O=C(Nc1ccc(F)c(F)c1)c1ccc(F)c(S(=O)(=O)N2CCOCC2)c1	1	11	-12	-5	8	-6	1768	0.9	-4	9
Cc1cccc(OCc2nnc(SCC(=O)Nc3cc(C)on3)n2C)c1	1	35	-5	3	3	5	1432	0.6	0	-3
CCN(CCC#N)c1ccc(/C=N/Nc2nc(C)cc(=O)[nH]2)c(C)c1	1	-12	-28	-1	9	5	1732	1.1	-1	8
O=C(CCn1cnc2ccccc2c1=O)Nc1nc2c(s1)CCCC2	1.1	8	-12	-4	1	0	1412	0.9	-6	-5
CC1=NN(c2ccc(Cl)cc2)C(=O)C1C(c1cccc(O)c1)c1c(C)[nH]n(-c2ccc(Cl)cc2)c1=O (centres undefined)	1	-1	-4	5	2	3	1630	1	2	0
CC(=O)N1c2ccccc2N(Cc2ccc(C)cc2C)C(=O)C1(C)C	1.1	-2	-20	2	·	·	·	1	-8	·
CN(C[C@H](Cc1ccccc1)N(C[C@H](c1ccccc1)N(CCc1ccccc1)N=O)N=O)N=O	1.1	-9	-9	-4	0	0	1507	1.1	-7	0
CCOC(=O)c1c(C)c(C(=O)NC(C)COC)c(C)n1CC (centres undefined)	1	9	-17	6	3	-1	1403	0.9	-2	-1
CC(NC(=O)Cn1nc(-c2ccccc2)c2ccccc2c1=O)c1ccccc1 (centres undefined)	1	-3	-4	-7	3	2	1667	1	0	2

Exported field by field: part of the list above
> Cc1ccc(-c2nc(Nc3cccc(C)c3)sc2CC(=O)O)cc1
  TNAP act hi DEA: 1
  bIAP inh: -5
  TNAP inh noacc: -3
  HMGR II inh: -4
  PPARg SRC-2 ag: -4
  PPARg SRC1 recr: 6
  SRC2 TRFRET art: 1580
  bIAP activator: 1
  TNAP inh hiacc: -5
  PPARg SRC3 recr: 6

> O=C(CCCn1cnc([N+](=O)[O-])n1)Nc1cccc2ccccc12
  TNAP act hi DEA: 1
  bIAP inh: 2
  TNAP inh noacc: -16
  HMGR II inh: -1
  PPARg SRC-2 ag: 3
  PPARg SRC1 recr: 16
  SRC2 TRFRET art: 1466
  bIAP activator: 1
  TNAP inh hiacc: -1
  PPARg SRC3 recr: -4

(next part)
SMILES	TNAP act hi DEA	bIAP inh	TNAP inh noacc	HMGR II inh	PPARg SRC-2 ag	PPARg SRC1 recr	SRC2 TRFRET art	bIAP activator	TNAP inh hiacc	PPARg SRC3 recr
O=C(CNCCc1ccccc1)N1CCc2ccccc2C1	1.1	-2	-16	-3	1	7	1756	1	-7	7
CCN(CC)S(=O)(=O)c1ccc(C(=O)Nc2c3c(nn2C(C)(C)C)CS(=O)(=O)C3)cc1	1	5	6	-17	4	4	1525	0.9	2	-7
Cc1cc(C)cc(NC(=O)CSc2nnc(Cn3c(=O)sc4ccccc43)n2C)c1	1	19	-6	-5	5	11	1734	0.8	1	4
SC(COCc1ccccc1)CN1CCN(Cc2ccc3c(c2)OCO3)CC1 (centres undefined)	1	-1	16	-14	2	2	1404	1	3	-4
Cc1cc(C(=O)COC(=O)c2cccs2)c(C)n1-c1c(C)n(C)n(-c2ccccc2)c1=O	1.1	-14	-11	1	8	1	1670	1.1	-5	-1
CNC(=S)N1N=C(c2ccc(C)cc2)CC1c1ccc(N(C)C)cc1 (centres undefined)	0.9	-4	2	4	5	5	1857	1	8	4
O=C(c1ccco1)N(CCO)Cc1cc2cc3c(cc2[nH]c1=O)OCO3	1.1	-15	-10	0	-2	-1	1436	1.1	-9	-1
Cc1ccccc1S(=O)(=O)c1c(C)cc(C)n(C)c1=O	1.1	4	-6	5	-3	2	1359	1	-6	-4
Cc1ccc(C)c(NC(=O)C2CC(O)CN2C(=O)OCc2ccccc2)c1 (centres undefined)	1.1	6	-10	-4	10	7	1462	0.9	-6	0
CCOc1cc(/C=N/N=C(N)N)ccc1OCc1ccc(Cl)cc1	1.1	-9	-8	-8	0	-2	1604	1.1	-5	0
COc1ccc(NC(=O)CSc2nnc(N)n2CC(=O)Nc2ccc(OC)cc2)cc1	1	7	-8	-1	-5	-5	1431	0.9	-2	1
Cc1c(/C=C/C(=O)c2ccc(C(C)C)cc2)cnn1C	1.1	8	-8	-3	-8	-2	1609	0.9	-6	0
COc1ccc(CCNC(=O)C2CCC(=O)N2CCc2ccccc2)cc1OC (centres undefined)	1	-7	-13	-1	-2	1	1579	1.1	-1	-3
CCOc1cc(NC(=O)c2cnccn2)c(OCC)cc1NC(=O)c1ccc(OC)cc1	1	10	-3	·	·	·	·	0.9	1	·
Cc1ccc2c(c1)N(CC(=O)NC1CCCc3ccccc31)C(=O)CO2 (centres undefined)	1	2	-18	-5	1	5	1542	1	-2	-7
CCCCCCCCCCNC(=O)CCn1[nH]c(=O)c2ccccc2c1=O	·	·	·	·	2	5	1593	·	·	9
Cc1ccsc1-c1nc(CN2CCCC2c2ccc(F)cc2)c(C)o1 (centres undefined)	1	3	-5	-2	1	0	1638	1	-4	-5
Cc1cccc(Nc2nc(N)nc(CSc3nccn3C)n2)c1	1.1	10	-9	-4	-7	1	1484	0.9	-5	-8
Cc1cc(C)c(C)c(C(=O)c2ccccc2C(=O)O)c1C	1.1	-9	-10	0	-1	6	1669	1.1	-7	0
CCOC(=O)c1ccccc1NC(=O)c1cncc(Br)c1	1	1	-6	0	-1	2	1546	1	-1	-3
CSCCCNC(=S)Nc1ccc(N2CCOCC2)cc1N1CCOCC1	1	-5	-9	-1	6	1	1634	1	-4	-1
O=C(Nc1nccs1)c1cc(-c2ccco2)nc2ccccc12	1	3	-2	0	-5	3	1391	1	2	-3
CCOc1ccc(CNC23CN4CN(CN(C4)C2)C3)cc1	1	15	-18	-3	1	3	1759	0.8	-5	1
O=[N+]([O-])c1cc(C(F)(F)F)ccc1-n1nnc2ccccc21	1	2	-11	-7	2	8	1480	1	1	3
COc1ccc(N(C)S(=O)(=O)c2cccc(C(=O)Nc3ccc(-n4cnnn4)cc3)c2)cc1	1	13	9	-6	-7	2	1350	0.9	-2	-2
O=C(Oc1c(CN2CCOCC2)cc(Cl)c2cccnc12)c1ccc(F)cc1	1	-22	-10	-1	12	-1	1661	1.2	-3	20
CSc1ccc(/C=C/C(=O)N2CCCN(C)CC2)cc1	1	5	-11	0	7	6	1469	0.9	-2	3
Cc1nc2ccc(Cl)cn2c1C(=O)NN	1	6	-6	2	-4	5	1552	0.9	-3	-2
CC(=O)Nc1ccc(C2Nc3ccccc3C(=O)N2C2CCCCC2)cc1 (centres undefined)	1	-1	5	0	7	8	1657	1	-3	-3
O=c1cc(NS(=O)(=O)c2ccccc2)nc(SCc2ccc(Cl)cc2)[nH]1	1	-18	2	-1	5	12	1401	1.2	0	18
Cc1ccc(Nc2nc3ccccc3[nH]2)nc1	1	32	-176	-7	-4	-3	1562	0.7	0	8
Cc1cc(Cl)c(S(=O)(=O)N(C)C)cc1OCC(N)=O	1	8	-9	-3	11	9	1669	0.9	-1	7
O=C(O)c1ccc(CNCc2cccc(Cl)c2Cl)cc1	1	8	-13	-2	2	2	1656	0.9	-4	-1
NS(=O)(=O)c1ccc(N=Nc2c(O)ccc3ccccc23)cc1	0.9	26	6	0	3	-1	1690	0.7	12	4
CCOC(=O)CN(C(=O)CSc1nnc(C)n1-c1ccccc1)c1cccc([N+](=O)[O-])c1	1.1	9	-13	-2	3	-1	1401	0.9	-7	3
CC(C)(C)c1ccc(OCCCC(=O)NC2=NCCS2)cc1	0.9	9	-8	1	8	4	1549	0.9	6	-2
Cc1ccc(S(=O)(=O)Nc2nc3n(n2)C(c2ccc(Cl)cc2)CC(=O)N3)cc1 (centres undefined)	1	5	-31	-4	-1	-5	1664	0.9	-4	3
O=C(C1=C[C@@H](c2ccc(C(F)(F)F)cc2)C[C@@H](OCCCCO)O1)N1CCN(Cc2ccc3c(c2)OCO3)CC1	1	-4	-2	-1	0	10	1423	1	-3	32*
